Screens (PubChem BioAssay)
EPAC2 ag: activates human EPAC2 exchange factor. EPAC2 activation, biochemical qHTS; response scale: 100% = 6.5 mM cAMP response. Potency, µM (top dose mostly 154 µM), for inactives: at the highest dose activation, actives largely listed as activators. Q8WZA2. hit rate 0.079% among 360,000; further: nearly all actives have a fitted effect of over 50% in size
Target sequence (Q8WZA2 whole entry, looked up): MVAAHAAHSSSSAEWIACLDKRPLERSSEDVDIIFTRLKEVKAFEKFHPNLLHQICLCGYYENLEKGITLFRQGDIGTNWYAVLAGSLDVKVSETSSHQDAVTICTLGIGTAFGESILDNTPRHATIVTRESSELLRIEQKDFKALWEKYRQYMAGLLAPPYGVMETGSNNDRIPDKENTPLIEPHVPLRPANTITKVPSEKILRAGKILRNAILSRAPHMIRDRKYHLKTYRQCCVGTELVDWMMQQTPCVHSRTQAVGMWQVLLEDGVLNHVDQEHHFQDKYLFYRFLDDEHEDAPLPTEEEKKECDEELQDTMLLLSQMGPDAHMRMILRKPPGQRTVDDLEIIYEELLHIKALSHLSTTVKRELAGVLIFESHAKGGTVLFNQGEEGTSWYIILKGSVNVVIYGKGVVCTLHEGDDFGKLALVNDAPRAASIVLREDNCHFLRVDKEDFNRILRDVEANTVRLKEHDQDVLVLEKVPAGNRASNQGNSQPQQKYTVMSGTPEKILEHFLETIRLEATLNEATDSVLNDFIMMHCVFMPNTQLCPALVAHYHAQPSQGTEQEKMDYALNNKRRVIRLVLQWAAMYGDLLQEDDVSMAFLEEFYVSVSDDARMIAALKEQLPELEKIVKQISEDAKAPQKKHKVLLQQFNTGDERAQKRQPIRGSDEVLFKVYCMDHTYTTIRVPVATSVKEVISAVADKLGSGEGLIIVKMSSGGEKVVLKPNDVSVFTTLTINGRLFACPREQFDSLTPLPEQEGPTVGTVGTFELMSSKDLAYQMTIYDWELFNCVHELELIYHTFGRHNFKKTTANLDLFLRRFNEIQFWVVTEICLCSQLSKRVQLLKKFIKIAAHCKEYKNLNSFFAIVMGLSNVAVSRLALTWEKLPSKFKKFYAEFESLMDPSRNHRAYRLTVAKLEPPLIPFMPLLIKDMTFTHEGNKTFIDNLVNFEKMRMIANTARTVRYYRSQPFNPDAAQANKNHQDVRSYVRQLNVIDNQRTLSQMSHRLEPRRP
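Fluorescence exchange assay: 100 nM EPAC2 with 250 nM RAP1B-BODIPY-GDP and 50 uM GDP; compounds tested as a concentration-titration series (qHTS). Loss of Rap1-bound BODIPY-GDP fluorescence read at 480/540 nm; data normalized to 6.5 mM cAMP.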
EPAC1 agonist: agonists of human EPAC1; O95398; EPAC1 agonist qHTS, biochemical assay; response scale: 100% = response to 6.5 mM cAMP; Potency, µM (highest dose often 154 µM), inactives show at the top dose activation, actives largely listed as activators; hit rate 0.073% among 360,000; further: nearly all actives have a fitted effect of over 60% in size
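Read-out is the fluorescence drop as BODIPY-GDP leaves Rap1B (480 nm excitation, 540 nm emission), recorded every 5 minutes over 30 minutes. Reactions held 100 nM EPAC1, 250 nM Rap1B–BODIPY-GDP and 50 uM GDP, with 6.5 mM cAMP setting full activation.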
aSyn rescue: inhibitors of alpha-synuclein toxicity in yeast; Yeast expressing alpha-synuclein, growth rescue, BacTiter-Glo, 24 h; Potency, µM (doses to about 46.1 µM), for the others: at the top dose growth rescue (activation), usual class: activators; hit rate 0.14% among 370,000; further: % of control where 0% means no effect; nearly all actives have a fitted effect of over 65% in size
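Rescue of yeast growth: cells expressing toxic alpha-synuclein, induced in galactose at OD600 0.02, incubated with compound 24 h at 30 C. ATP luminescence quantified growth; inhibitors of toxicity appear as activators.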
EPAC1 antagonist: EPAC1 (human) antagonism; EPAC1 GEF assay, Rap1b-BODIPY-GDP exchange fluorescence; Potency, µM (titrated, usually from 115 µM), without a hit: at the highest dose activity change, negative = inhibition, actives largely listed as inhibitors; hit rate 0.14% among 360,000; O95398; AID 720709;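 further: plate controls were vehicle for no effect and positive control for full effect; nearly all actives have a fitted effect of over 50% in size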
TDP43 rescue: rescues yeast growth from TDP-43 toxicity; Potency, µM (series often up to 46.1 µM), without a hit: at the highest dose growth rescue (activation), hits mostly activators; AID 652104; hit rate 1.8% among 410,000; TDP-43 expressing yeast growth rescue, BacTiter-Glo, 24 h; further: % of control where 0% means no effect; nearly all actives have a fitted effect of over 50% in size
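Yeast cells expressing TDP-43 under galactose induction are exposed to compounds for 24 hr at 30 deg C. BacTiter-Glo luminescence measures growth, so protective compounds score as activators.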
EPAC2 antag: EPAC2 (human) antagonism; Potency, µM (doses to about 114 µM), without a hit: at the highest dose activity, negative = inhibition, usual class: inhibitors; hit rate 0.18% among 360,000; EPAC2 GEF exchange of Rap1B-BODIPY-GDP, fluorescence; Q8WZA2; further: on the % scale 0 is the no-effect control and ±100 the full control effect; nearly all actives have a fitted effect of over 45% in size; many of its hits are not listed in these tables
PTHR1 agonist: PTHR1 (human) receptor agonism; Potency, µM (series often up to 115 µM), inactives show at the top dose activation, usual class: activators; HEK293 GP2 PTHR1 cells, GloSensor cAMP luminescence, 1 h; hit rate 0.075% among 410,000; Q03431; further: nearly all actives have a fitted effect of over 55% in size; some results filed as inactive show a strong effect at the top dose; inactives centre near -15; many of its hits are not listed in these tables
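HEK-293-derived GP2 cells expressing PTHR1 and a GloSensor cAMP reporter, 3,000/well, plated overnight, given luciferin plus IBMX (each 0.5 mM as added) for 1 h at 37 °C, then compound for 1 h at 37 °C. Luminescence was read after 15 min at room temperature.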
FUS yeast rescue: FUS proteinopathy suppression in yeast; hit rate 0.24% among 390,000; Potency, µM (top dose mostly 76.6 µM), for the others: top-dose growth rescue (activation), actives largely listed as activators; AID 1347120; S. cerevisiae FUS-expressing, growth rescue, OD600, 24 h;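 further: plate controls were DMSO vehicle for no effect and reference control for full effect; nearly all actives have a fitted effect of over 55% in size; some results filed as inactive show a strong effect at the top dose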
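Yeast FUS proteinopathy model; galactose-induced FUS (2%), starting OD 0.005. Cpds in dilution series, 24hr, 30C, 99% humidity. Abs 600 nm growth. Pos ctrl CP55940 (top 92uM final); neg ctrl DMSO.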
An asterisk follows results filed as active; i = inactive; u = inconclusive; x = no result given; [ ] = remark or other dose. The call rests on the fitted dose curve; in most records, active means well fitted curve in the direction sought with a large enough effect; inconclusive means small, poorly fitted or top-dose-only effect, or another doubt; inactive means no such curve, though single readings can be large; an effect the other way counts as inactive or inconclusive. Potency means the concentration at half of the fitted maximal effect. The list is partial (hit frequency here may not be typical).

1: COC(=O)c1c(C)cc(C)c2c1CC(C)(C)C2=O
2: O=C(NCc1ccccc1)c1cc(C2CCCCN2C(=O)CCc2ccccc2)on1 (configuration not stated)
3: O=C(COc1ccccc1[N+](=O)[O-])N1CCN(c2ccccn2)CC1
4: COc1cnn(C(C)(C)C)c(=O)c1Cl
5: COC[C@H]1CCCN1c1ccc2c(c1)O[C@H](COCc1ccccc1)CN([C@H](C)c1ccccc1)S2(=O)=O
6: Cc1ccccc1Cn1c2ccccc2c2cnn(CC(=O)NCCCN3CCN(C)CC3)c(=O)c21
7: Cc1ccc(C(=O)C[n+]2cc(Br)cc(Br)c2)cc1[N+](=O)[O-]
8: O=C(NCCc1nnc2ccc(NCC3CCCO3)nn12)c1ccccc1 (configuration not stated)
9: CCOC(=O)c1ccc(NC(=O)CCc2nc(-c3cccc(C)c3)no2)cc1
10: O=C1C2=C(c3ccccc31)[N+](=O)C1CCCCC1N2[O-] (configuration not stated)
Compound	1	2	3	4	5	6	7	8	9	10
EPAC2 ag	7%	7%	7%	-5%	7%	4%	-8%	-5%	-13%	4%
EPAC1 agonist	-1%	10%	7%	-4%	-7%	5%	9%	4%	-5%	3%
aSyn rescue	-2%	8%	2%	0%	-3%	-1%	12%	2%	0%	-20%
EPAC1 antagonist	0%	-7%	-2%	-6%	-4%	-22%	-14%	1%	-2%	-2%
TDP43 rescue	16%	35µM*	2%	-16%	11%	-18%	4%	1%	u	-5%
EPAC2 antag	6%	-17%	1%	7%	4%	0%	0%	-4%	-4%	-1%
PTHR1 agonist	-8%	i	i	i	i	i	i	-20%	-22%[57.5 µM]	i
FUS yeast rescue	-17%	42%	-3%	30%	u	19%	23%	1%	34%	u

11: CC(CSc1nc2ccccc2s1)Cn1c(N2CCCC2)nc2c1c(=O)[nH]c(=O)n2C (configuration not stated)
12: O=C(NCc1ccccn1)c1ccc(Cl)c(NC2=NC3CS(=O)(=O)CC3S2)c1 (configuration not stated)
13: N#Cc1cccc(C(=O)C(=O)N2CCC(c3ccccc3)CC2)c1
14: CC(C)CCNC(=O)[C@H](CSCc1ccccc1)N1Cc2ccccc2C1=O
15: Cc1cc(C)cc(OCc2nnc(SCC(=O)OC3CCCCC3)o2)c1
16: CC1=C(C(=O)N(C(C)C)C(C)C)CC(CC(=O)NCc2cccc3ccccc23)C(=O)N1Cc1ccc(C(C)(C)C)cc1 (configuration not stated)
17: COc1ccc(C)cc1NC(=O)c1cccc(-c2ccc(OC(C)=O)cc2)c1
18: CC(C)(C)OC(=O)N1C(=O)[C@](OC(=O)c2ccccc2)(c2ccc(F)cc2)c2ccccc21
19: CCOC(=O)Cc1csc(NC(=O)Nc2ccc(C)cc2)n1
20: Cc1ccc(C)c(-n2c(SCC(=O)NC(C(=O)O)C(C)C)nnc2-c2cccc(Cl)c2)c1 (configuration not stated)
Compound	11	12	13	14	15	16	17	18	19	20
EPAC2 ag	9%	2%	9%	2%	0%	-14%	15%	14%	-2%	10%
EPAC1 agonist	9%	8%	-1%	-8%	-4%	-17%	17%	8%	2%	-3%
aSyn rescue	10%	-1%	3%	13%	6%	u	1%	26%	-18%	8%
EPAC1 antagonist	-9%	-17%	-12%	-22%	3%	u	-1%	-3%	3%	-23%
TDP43 rescue	-13%	-7%	10%	25%	16%	5%	u	27%	-5%	13%
EPAC2 antag	-1%	3%	1%	-19%	-2%	2%	-12%	-14%	-4%	2%
PTHR1 agonist	-6%[57.5 µM]	-18%	-21%	-14%	-4%[57.5 µM]	-22%	i	i	-22%	u
FUS yeast rescue	24%	-6%	29%	20%	5%	6.3µM*	21%	21%	19%	32%

21: COc1cccc(Nc2nc(CN)cs2)n1
22: Cc1ccc(C)c(NC(=O)C(=O)NCc2ccccn2)c1
23: CCNC(=O)C1(C)CCCN1C(=O)c1c(F)cccc1F (configuration not stated)
24: CCNc1nc(Oc2ccc(=O)n(C)n2)nc(N2CCOCC2)n1
25: COc1ccc(CN2C(=O)CC(Cc3ccc(C)cc3)C2=O)cc1OC (configuration not stated)
26: CC(Oc1ccc(Br)cc1)C(=O)Nc1nnc(C2CC2)s1 (configuration not stated)
27: CCOC(=O)C1(C(=O)OCC)COC(=O)C1CN1Cc2cc3ccccc3nc2C1 (configuration not stated)
28: CC(=O)Nc1cccc(-c2cc(NC(C)=O)c3ncc(-c4cccc(C(F)(F)F)c4)n3c2)c1
29: ClC(CCN1CCN(Cc2ccccc2)CC1)c1ccccc1 (configuration not stated)
30: CCc1noc(C)c1C(=O)NCCc1ccccc1
Compound	21	22	23	24	25	26	27	28	29	30
EPAC2 ag	5%	1%	10%	2%	-7%	10%	4%	12%	4%	5%
EPAC1 agonist	-4%	4%	-20%	14%	-5%	4%	-7%	-15%	3%	9%
aSyn rescue	-1%	-1%	-1%	3%	4%	-13%	21%	-3%	5%	-7%
EPAC1 antagonist	-13%	u	-5%	-13%	3%	-23%	-10%	-7%	7%	13%
TDP43 rescue	8%	2%	10%	8%	27%	u	u	4%	10%	0%
EPAC2 antag	11%	u	1%	-2%	1%	-2%	1%	-15%	4%	10%
PTHR1 agonist	27%	-13%	-24%	-3%[57.5 µM]	-48%[inhibitor]	i	-50%[inhibitor]	-6%	-9%	-3%
FUS yeast rescue	-11%	-5%	-22%	-18%	x	13%	15%	u	1%	-6%

31: Cc1cc(OCc2cc(C(=O)N3CCC(Oc4cccnc4)CC3)no2)cc(C)c1Cl
32: O=C(Nc1c2c(nn1-c1ccc(Cl)cc1)CS(=O)(=O)C2)c1ccc(Br)cc1
33: CCc1ccc(/C=C2/C(=O)N(c3ccccc3)C(=S)N2CC(=O)OC)s1
34: CS(=O)(=O)c1ccc(NCCc2ccc(S(N)(=O)=O)cc2)c([N+](=O)[O-])c1
35: CN(CCc1ccccn1)Cc1ccc(Cl)cc1Cl
36: O=C(Cn1ncc2c3ccccc3n(Cc3ccccc3)c2c1=O)NCCCN1CCCC1
37: Cc1ccc(-c2csc(N(Cc3ccccc3)C(=O)COc3ccccc3)n2)cc1
38: CCOc1ccc(N(CC(=O)NCc2ccc(F)cc2)C(=O)c2snc(C(N)=O)c2N)cc1
39: N#Cc1ccc(-c2cn3c(n2)SCC3)cc1
40: CCc1ccc([C@@H]2C[C@H]3CN(Cc4ccccc4OC)C(=O)[C@]34CCCN24)cc1
Compound	31	32	33	34	35	36	37	38	39	40
EPAC2 ag	21%	x	-15%	-2%	1%	1%	-3%	-3%	-2%	-7%
EPAC1 agonist	3%	x	-3%	3%	1%	-11%	0%	-5%	9%	-9%
aSyn rescue	-7%	-5%	2%	0%	-15%	3%	-8%	-4%	3%	-1%
EPAC1 antagonist	-20%	x	3%	-9%	-1%	0%	1%	-7%	4%	2%
TDP43 rescue	u	21%	-10%	-14%	-30%	3%	-9%	19%	23%	-8%[9.22 µM]
EPAC2 antag	-8%	x	4%	0%	7%	0%	11%	5%	-4%	-11%
PTHR1 agonist	-41%[inhibitor]	-40%[inhibitor]	i	i	-24%	-16%	i	i	-45%[inhibitor]	i
FUS yeast rescue	u	-4%	2%	3%	10%	22%	22%	8%	18%	12%

Quoted at random: 5 records from the list
34: CS(=O)(=O)c1ccc(NCCc2ccc(S(N)(=O)=O)cc2)c([N+](=O)[O-])c1
33: CCc1ccc(/C=C2/C(=O)N(c3ccccc3)C(=S)N2CC(=O)OC)s1
32: O=C(Nc1c2c(nn1-c1ccc(Cl)cc1)CS(=O)(=O)C2)c1ccc(Br)cc1
40: CCc1ccc([C@@H]2C[C@H]3CN(Cc4ccccc4OC)C(=O)[C@]34CCCN24)cc1
36: O=C(Cn1ncc2c3ccccc3n(Cc3ccccc3)c2c1=O)NCCCN1CCCC1
Compound	34	33	32	40	36
EPAC2 ag	-2%	-15%	x	-7%	1%
EPAC1 agonist	3%	-3%	x	-9%	-11%
aSyn rescue	0%	2%	-5%	-1%	3%
EPAC1 antagonist	-9%	3%	x	2%	0%
TDP43 rescue	-14%	-10%	21%	-8%[9.22 µM]	3%
EPAC2 antag	0%	4%	x	-11%	0%
PTHR1 agonist	i	i	-40%[inhibitor]	i	-16%
FUS yeast rescue	3%	2%	-4%	12%	22%

New compounds follow
41: O=C(c1ccco1)N1CCN(Cc2ccc(Cl)cc2)CC1
42: O=C(NCCCO)c1ccc(CSc2nc3ccccc3c(=O)[nH]2)cc1
43: CCC(CO)Nc1ccc(-c2nn(C)c(=O)c3ccccc23)cc1[N+](=O)[O-] (configuration not stated)
44: CC1Oc2ccccc2N(CC(=O)N(Cc2ccccc2)Cc2ccccn2)C1=O (configuration not stated)
45: Cc1noc(C)c1COc1cccc(C(=O)OC(C)C#N)c1 (configuration not stated)
46: COC(=O)[C@]1(CC(C)C)N[C@H](c2ccc(-c3ccccc3)cc2)[C@@H]2C(=O)N(C)C(=O)[C@@H]21
47: COC(=O)c1ccc(COc2ccc(NC(C)=O)cc2)o1
48: CCOC(=O)C1=C(CC)OC(N)=C(C#N)C1c1cc(OC)ccc1OC (configuration not stated)
49: CN(C)S(=O)(=O)c1cccc(COC(=O)CCNC(=O)c2ccc([N+](=O)[O-])cc2)c1
50: CC1(C(=O)NS(=O)(=O)c2ccc(Cl)cc2)CCN1C(=O)C1CC1 (configuration not stated)
Compound	41	42	43	44	45	46	47	48	49	50
EPAC2 ag	-6%	-4%	2%	0%	5%	7%	16%	2%	-5%	9%
EPAC1 agonist	-3%	1%	-9%	-8%	1%	-6%	2%	4%	-12%	-1%
aSyn rescue	-8%	0%	-22%	5%	2%	-9%	-6%	4%	-1%	-3%
EPAC1 antagonist	0%	7%	3%	3%	4%	-2%	0%	4%	-5%	-16%
TDP43 rescue	-23%	-5%	2%	-6%	u	-5%	-17%	7%	14%	4%
EPAC2 antag	3%	9%	1%	-3%	2%	-14%	2%	-2%	-12%	-9%
PTHR1 agonist	-5%	i	-22%	i	i	i	u	-22%[57.5 µM]	-24%	-16%
FUS yeast rescue	-8%	5%	-8%	13%	-2%	8%	14%	17%	-12%	-15%
